NRP1-CendR mod – modulators of CendR peptide binding to human neuropilin-1; O14786; inhibition, % at 25 µM; FAM-RPARPAR peptide binding to NRP-1, fluorescence polarization; 360,000 compounds, 0.85% hits;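 active = inhibition or corrected inhibition above about 18%, plus a signal ratio from 0.5 to 1.5, limit read from the data, passing the limit was not always enough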; also: strong numbers were not always called active
Target sequence (O14786 whole entry, looked up): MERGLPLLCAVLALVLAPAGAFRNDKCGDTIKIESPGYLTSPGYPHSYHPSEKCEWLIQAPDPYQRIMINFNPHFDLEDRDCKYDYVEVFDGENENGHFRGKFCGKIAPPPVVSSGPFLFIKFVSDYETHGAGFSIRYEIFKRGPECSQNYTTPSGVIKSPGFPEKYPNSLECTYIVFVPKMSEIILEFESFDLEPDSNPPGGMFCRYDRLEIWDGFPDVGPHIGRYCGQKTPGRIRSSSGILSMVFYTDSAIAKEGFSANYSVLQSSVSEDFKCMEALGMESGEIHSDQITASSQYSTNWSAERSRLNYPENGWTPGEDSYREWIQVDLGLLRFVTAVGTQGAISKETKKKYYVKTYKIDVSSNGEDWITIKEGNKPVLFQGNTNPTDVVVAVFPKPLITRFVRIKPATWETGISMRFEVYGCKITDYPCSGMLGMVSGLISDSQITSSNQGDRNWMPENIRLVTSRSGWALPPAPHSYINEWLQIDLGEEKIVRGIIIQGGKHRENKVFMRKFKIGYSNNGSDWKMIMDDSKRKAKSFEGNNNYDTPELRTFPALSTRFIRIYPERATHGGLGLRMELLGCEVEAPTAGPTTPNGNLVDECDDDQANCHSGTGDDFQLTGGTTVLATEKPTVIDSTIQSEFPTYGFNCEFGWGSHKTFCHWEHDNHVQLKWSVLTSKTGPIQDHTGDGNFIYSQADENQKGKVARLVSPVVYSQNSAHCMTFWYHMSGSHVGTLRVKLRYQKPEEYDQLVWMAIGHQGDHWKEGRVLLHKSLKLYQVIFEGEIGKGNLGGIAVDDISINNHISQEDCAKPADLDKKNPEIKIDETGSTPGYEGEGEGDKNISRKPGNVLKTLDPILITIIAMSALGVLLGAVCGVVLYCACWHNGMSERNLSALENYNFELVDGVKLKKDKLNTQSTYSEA
MsrA inhibitor – inhibitors of bovine MsrA | purified bovine MsrA, absorbance read-out | inhibition, % at 15.5 µM | 360,000 compounds, 0.75% hits; in the data active = inhibition above about 4.5%;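 also: 0% = vehicle wells with enzyme and 100% = reference inhibitor wells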
FAS TE block – blocks the thioesterase domain of human fatty acid synthase | P49327 | recombinant FAS-TE, OMFH fluorogenic substrate, fluorescence endpoint | inhibition, % at 15 µM | 360,000 compounds, 0.67% hits;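 active = compounds whose normalised, plate-corrected inhibition of enzyme fluorescence in the single-dose primary screen is 50% or more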;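 also: 0% = DMSO with enzyme and 100% = substrate without enzyme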
MsrA act – activates bovine MsrA enzyme; 360,000 compounds, 0.3% hits; purified bovine MsrA, absorbance read-out; AID 602163; activation, % at 10.6 µM; in the data active = activation above about 7.5%;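 also: 0% = vehicle and 100% = reference activator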
eLon inh – E. coli protease La inhibition; P0A9M0; purified E. coli Lon protease, fluorescence polarization; inhibition, % at 7.94 µM; 360,000 compounds, 0.42% hits; in the data active = inhibition above about 13%, passing the limit was not always enough;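 also: 0% = enzyme with probe and DMSO and 100% = no enzyme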
Rin1-Abl PPI inh – blocks binding of human Rin1 to Abl. 360,000 compounds, 0.4% hits. inhibition, % at 7.35 µM. TR-FRET Rin1/Abl binding, biochemical; in the data active = inhibition above about 5%, passing the limit was not always enough
Neddyl block – inhibitors of human cullin neddylation. TR-FRET cullin neddylation, biochemical. calls only at 25 µM. 360,000 compounds, 0.58% hits; in the data active = inhibition above about 36%
MT1-MMP act inh – blocks activation of human MT1-MMP; GFP/RFP ratio change, % at 20 µM; P50281; AID 651647; HT1080 RFP-PRO-GFP cells, GFP/RFP ratio fluorescence, overnight; percent of plate control window, DMSO zero; 360,000 compounds, 0.061% hits;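 active = GFP/RFP ratio change of at least 30% with cell ATP level not reduced by more than half and red fluorescence within 50% of control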; also: strong numbers were not always called active
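Material: RFP-PRO-GFP reporter HT1080 cells. Dosing: single-point 20 µM compound, 1% DMSO. Controls: DMSO and RFP-L50D-GFP cell wells. Timing: cells overnight before dosing, compound overnight, 37 °C, 5% CO2. Measure: GFP/RFP fluorescence ratio.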
SKN-1 block – inhibitors of C. elegans SKN-1. inhibition, % at 21.8 µM. AID 624304. 360,000 compounds, 0.49% hits. C. elegans VP596 Pgst-4::GFP/RFP ratio, acrylamide-induced, 24 h;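 active = interference check ratio from 0.5 to 1.5 plus GFP to RFP signal ratio inhibition reaching or exceeding a fixed threshold, cut at about 30% in these data, passing the limit was not always enough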; also: some compounds called inactive have numbers as strong as hits
Numbers without * were called inactive; i = inactive; x = not tested or not shown.

compound	NRP1-CendR mod	MsrA inhibitor	FAS TE block	MsrA act	eLon inh	Rin1-Abl PPI inh	Neddyl block	MT1-MMP act inh	SKN-1 block
Cc1cc(C)nc(SCC(=O)Nc2ncc3c(n2)CC(C)(C)CC3=O)n1	0	0.4	-2	-2	-1	-2	i	9	17
Cc1c(Cl)cccc1NC(=O)COC(=O)C12CC3CC(CC(O)(C3)C1)C2	10	0.5	-10	-11	0	5	i	x	1
Cc1sc(NC(=O)/C=C/c2ccc3c(c2)OCO3)nc1-c1ccccc1	2	-0.1	5	0	13	-1	x	-13	11
CC(C)(C)OC(=O)NCCCCCNC(=O)c1[nH]cnc1C(=O)Nc1cccc(Cl)c1	2	-0.2	0	-2	0	-1	i	11	1
Fc1ccccc1Cc1nnc2n1N=C(c1ccc(Cl)cc1)CS2	6	-1.2	4	-1	0	-1	i	1	-6
Nc1oc2ccccc2c(=O)c1C=O	-12	-0.3	-7	-2	-11	1	i	1	11
COCCCOc1cc(NCc2ccccc2)c2ncn(C(C)C)c2c1	-6	-1.0	-1	-8	5	1	i	4	0
Cc1ccc(Cl)c(OCC(=O)Nc2ccc3c(c2)OCCO3)c1	0	0.5	3	-4	-1	-3	i	4	-16
O=C(Cc1cccs1)Nc1cccc(-c2nc3ccccc3[nH]2)c1	2	-0.1	-7	-2	-10	-3	i	4	17
COC(=O)c1[nH]c2cccc(OC)c2c1NC(=O)CCN1CCN(c2ccccc2OC)CC1	10	1.0	-9	-1	21*	-2	x	3	-5
Cn1c(NC2CCCCC2)cc(=O)n(C)c1=O	5	-0.3	-8	-2	27*	-2	i	-1	-7
CCCCn1c(=O)c(CCC(=O)OCC(=O)NC(C)c2ccccc2)nc2ccccc21 (centres undefined)	3	0.2	-2	-5	-5	3	i	0	10
Cc1cccc(-c2nn(-c3ccccc3)cc2C(=O)N(C)CC(=O)Nc2ccc(N3CCOCC3)cc2)c1	0	-0.8	-4	-3	-14	2	i	3	-13
CCN(CCO)c1nc(SC)nc2c1sc1nc(-c3ccco3)c3c(c12)CCC3	0	x	23	-12	-3	4	i	-7	-8
CC(C)c1nccn1S(=O)(=O)c1cc(Cl)ccc1Cl	1	-0.8	-1	-2	-5	1	i	3	26
Cc1cc(-c2nnc(-c3cccc(Cl)c3)o2)no1	2	0.1	4	0	-7	2	i	1	7
COCCNC(=O)C(c1ccccc1)N(Cc1cccs1)C(=O)Cn1nnc2ccccc21 (centres undefined)	10	-1.5	-7	-10	-4	2	i	-1	6
Cc1ccccc1C(=O)NC1CCN(CC(=O)Nc2ccc(Br)cc2)CC1	-1	-0.3	-2	-2	-11	0	i	1	13
Cc1ccc(-n2cccn2)c(CN2CCC(CO)(CCc3ccccc3)CC2)c1	5	-0.4	1	-4	2	-4	i	3	-4
COc1ccccc1CN1CCC(CNS(=O)(=O)c2cc(-c3onc(C)c3C)ccc2OC)CC1	10	-1.0	-5	-3	-3	4	i	4	5
CCn1c(=N)n(CC(O)COc2ccc(C)cc2)c2ccccc21 (centres undefined)	-4	0.4	-6	-2	1	-3	i	1	-8
O=C(Nc1c(F)cccc1F)C(c1ccccc1)c1ccccc1	5	1.2	-1	-1	-4	2	i	4	8
Cc1cc(=O)n2nc(N3CCCC3C(=O)Nc3cccc(Cl)c3C)sc2n1 (centres undefined)	-49	-0.2	-2	0	-3	3	i	-6	-10
COc1ccc(C2CC(=O)N(c3ccccc3)C3=C2C(=O)CCC3)cc1 (centres undefined)	-8	1.6	-4	-4	-2	4	i	1	-7

Compound profiles (already shown). Values in the order: NRP1-CendR mod	MsrA inhibitor	FAS TE block	MsrA act	eLon inh	Rin1-Abl PPI inh	Neddyl block	MT1-MMP act inh	SKN-1 block
Cc1cccc(-c2nn(-c3ccccc3)cc2C(=O)N(C)CC(=O)Nc2ccc(N3CCOCC3)cc2)c1 across the screens: 0	-0.8	-4	-3	-14	2	i	3	-13
Cc1ccccc1C(=O)NC1CCN(CC(=O)Nc2ccc(Br)cc2)CC1 across the screens: -1	-0.3	-2	-2	-11	0	i	1	13

New compounds follow:
compound	NRP1-CendR mod	MsrA inhibitor	FAS TE block	MsrA act	eLon inh	Rin1-Abl PPI inh	Neddyl block	MT1-MMP act inh	SKN-1 block
CN(CC(=O)Nc1c(Cl)cccc1Cl)C(=O)CNC(=O)c1ccc2ccccc2c1	0	0.9	-1	-4	-4	-2	i	2	12
CCC1CCCCN1C(=O)COC(=O)c1n[nH]c2ccccc12 (centres undefined)	8	-0.9	-9	0	5	-3	i	3	-13
Cc1ccc2c(c1)cc1c(=O)n(CC(=O)NCc3ccccn3)nc(C)n12	-1	x	-2	-4	-6	0	i	-6	-4
O=C(c1ccccc1)c1nn(-c2ccccc2)c2nnc(Cc3ccccc3)c(=O)n12	-4	1.9	23	-11	8	-4	i	-3	-16
CCc1nc(N2CCCC(C)C2)c2oc3ccccc3c2n1 (centres undefined)	-5	0.0	19	-2	-2	1	i	-4	27
CCC(=O)N1CCc2cc(S(=O)(=O)NC(Cc3ccccc3)C(=O)NC3CCCC3)ccc21 (centres undefined)	4	-1.0	-5	-1	11	-5	i	-2	12
Brc1cccc(CNc2nc3ccccc3n2CCN2CCCCC2)c1	-2	-0.5	20	-2	-1	0	i	3	3
O=C(Nc1ccccc1C(=O)NCc1cccnc1)c1ccccc1Cl	-7	0.4	-4	-2	2	-1	i	0	19
CC(C)OP(=O)(c1ccc(N(C)C)cc1)C(O)c1ccc(C(C)C)cc1 (centres undefined)	7	-1.7	3	-2	2	-2	i	4	4
O=C(c1ccco1)N1CCN(C(c2ccc(Cl)cc2)c2nnnn2CC2CCCO2)CC1 (centres undefined)	7	0.1	-4	-3	1	-1	i	3	15
CCN1CCCC1CNC(=O)c1cc2c(C)nc3ccccc3c2o1 (centres undefined)	3	-0.7	-15	-2	-7	2	i	1	3
CCCc1nc2c(=O)n(C)c(=O)[nH]c2n1C	14	-0.4	-9	-8	-2	0	i	1	8

Quoted from the listing.
`COCCCOc1cc(NCc2ccccc2)c2ncn(C(C)C)c2c1` in eLon inh: 5
`O=C(c1ccccc1)c1nn(-c2ccccc2)c2nnc(Cc3ccccc3)c(=O)n12` in MsrA act: -11

(continued)
compound	NRP1-CendR mod	MsrA inhibitor	FAS TE block	MsrA act	eLon inh	Rin1-Abl PPI inh	Neddyl block	MT1-MMP act inh	SKN-1 block
COc1ccccc1N1CC(C(=O)Nc2ccc(S(=O)(=O)N3CCOCC3)cc2)CC1=O (centres undefined)	-2	-0.2	-3	-3	-7	1	i	4	0
CN(C)C1=NCCN1CCCC1CCCC1	-8	0.2	-9	0	2	0	i	2	4
CSCCC(C(=O)NC(C)(C)C)n1c(-c2ccccc2)nc2ccccc21 (centres undefined)	-17	-0.4	x	x	x	x	i	3	11
O=C(OCC(=O)N1CCOCC1)c1ccccc1OCc1ccccc1Cl	14	0.0	0	0	7	7	i	-1	-6
O=C(COc1ccccc1Cl)Nc1nnc(S(=O)(=O)N2CCCCCC2)s1	-14	-0.4	3	-12	-4	-1	i	-1	-19
COC(=O)N/N=C/c1ccc(-c2cccc(Cl)c2)o1	11	6.4*	-3	-2	20	-4	i	13	6
CN1C[C@@H]2[C@@H]3C(=O)N(C)C(=O)[C@@H]3[C@](Cc3ccccc3)(C1=O)N2C(=O)c1ccc(F)cc1	-12	0.2	-4	-5	-2	2	i	-5	-6
COc1ccc(Cl)cc1C(=O)NCC(C)C	-2	1.7	-7	-3	-7	2	i	-1	3
Cc1ccccc1CS(=O)(=O)c1cn(CC(=O)N2CCC(C)CC2)c2ccccc12	15	0.0	4	-3	2	2	i	4	1
CCOC(=O)[C@@H]1[C@H]2COc3ccc(Br)cc3[C@@H]2N2C(=O)N(c3ccccc3)C(=O)[C@@]12C	-5	0.9	9	-5	-1	6	i	-5	-4
NC(=O)c1nsc(C(=O)N(c2ccccc2)C(C(=O)NC2CCCC2)c2ccncc2)c1N (centres undefined)	-3	-1.0	-5	-2	-3	-1	i	2	-2
Cc1ccc(C(=O)CC2(O)C(=O)N(Cc3ccc4c(c3)OCO4)c3ccccc32)cc1 (centres undefined)	-21	-0.9	22	-3	1	0	i	5	7
CC(C)CNC(=S)N1CCC(c2nc(-c3ccc(F)cc3)no2)CC1	-2	-0.6	28	0	7	1	i	1	10
Cc1ccc(C)c(OC(=O)c2cccc(S(=O)(=O)N3CCN(C)CC3)c2)c1	2	-1.4	8	-3	-11	2	i	2	8
CCc1ccc(N2CC(C(=O)NCCC3=CCCCC3)CC2=O)cc1 (centres undefined)	2	0.1	2	-2	-9	-2	i	-1	-1
CSc1ncccc1C(=O)OC(C)C(=O)Nc1ccc2c(c1)OCCO2 (centres undefined)	-2	0.3	0	-1	13	2	i	7	2
COc1cccc(CNC(=O)CCS(=O)(=O)c2cccc3nonc23)c1	3	0.7	-14	-12	5	-2	i	-2	-18
CCn1c(=S)[nH]c2cc(C(=O)OC)ccc2c1=O	1	0.1	-6	-8	-9	4	i	6	-2
CCOC(=O)C1=C(N)Oc2c(oc(CO)cc2=O)C1c1ccc(F)cc1 (centres undefined)	19	1.3	-5	2	4	-3	i	x	8
CN(C)CCCNC(=O)/C=C/c1ccc2c(c1)OCO2	14	1.0	-9	-3	-4	-1	i	-2	12
COc1cc(C(C)=O)ccc1OCC(=O)NCC(c1ccc(F)cc1)N1CCOCC1 (centres undefined)	4	-0.7	-8	-4	5	4	i	2	9
O=C(O)COCC(=O)N1CCN(C2c3ccccc3-c3ccccc32)CC1	4	-0.3	-1	-6	0	0	i	-1	-12
O=C1CCCC2=C1C(c1ccsc1)CC(=O)N2c1ccccc1 (centres undefined)	-1	0.9	-8	-11	3	-4	i	0	-8
Clc1ccc(CN2CCCCCC2)cc1Cl	4	0.5	-4	-10	-6	0	i	1	-12
CCC(C)NCCOCCSc1ccc(Cl)cc1 (centres undefined)	0	-0.4	-9	-12	-10	0	i	-2	-17
Cc1cccc(-c2noc(CCCC(=O)NC3CCCC3)n2)c1	-3	0.1	-2	-4	-3	-1	i	1	8
COc1ccc(C(=O)C2CCCN(S(=O)(=O)C(C)C)C2)c(C)c1 (centres undefined)	14	0.4	-6	-4	-3	0	i	2	2
CCCC(=O)N1CCC1(C)C(=O)NS(=O)(=O)c1cc2c(cc1C)CCCS2(=O)=O (centres undefined)	8	1.5	-7	-2	-1	-4	i	-1	8
N#CCCN(C(=O)COC(=O)c1ccc(CNS(=O)(=O)c2ccc(F)c(Cl)c2)cc1)c1ccc(F)cc1	1	-0.9	17	-2	-13	-1	i	5	18
CCOC(=O)[C@H]1[C@H]2COc3ccc(C)cc3[C@@H]2N2C(=O)CN(Cc3ccc(OC)cc3)C(=O)[C@@]12C	-18	0.5	6	-2	-17	4	i	-4	14
CCCCCCN1C[C@H](O)[C@@H](n2cc(COC(=O)c3ccccc3)nn2)C[C@@H]1c1ccccc1	2	-1.4	1	-2	1	-3	i	-1	17
COc1ccccc1NS(=O)(=O)c1cc(NC(=O)C(C)(C)C)ccc1N1CCOCC1	-2	-1.1	5	-2	1	-3	i	1	8
Cc1cc(O)c2c(c1)C(=O)c1cc(O)cc(O)c1C2=O	-88	0.8	15	-1	-1	-1	i	10	7
CCCc1c(C(=O)N/N=C/c2ccc(OCc3ccc(F)cc3)cc2)nnn1-c1nonc1N	-11	-1.8	-4	1	-12	-1	i	-1	12
CN(CC(=O)N1CCN(c2ccccn2)CC1)S(=O)(=O)c1ccccc1	8	-0.1	-1	-5	6	0	i	3	19
O=C1CC(O)(C(F)(F)F)Oc2c1ccc1ccccc21 (centres undefined)	5	0.6	-1	-3	0	-6	x	1	10
O=C(Nc1ccc(Cl)cc1Cl)NC1CCCC1	2	-0.2	-8	-11	-9	1	i	1	5

Assay outcomes deposited in PubChem BioAssay by several laboratories.

An unsorted share of the library (roughly 4.2% active in at least one column).
